# Assay outcomes (PubChem BioAssay)
# M1 ag parental = counter-screen for M1 agonists: effect in parental CHO-K1 cells; Fluo-8 calcium fluorescence; scaled to maximal ATP response, vehicle zero; activation, % at 3 µM; 360,000 compounds, 0.48% hits; in the data active means activation above about 15%;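 further: untransfected CHO-K1 host cells lacking M1 receptor as counterscreen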
# OXTR agonist = human OXTR agonists, primary screen, fluorescence, CHO-OTR cells, Fluo-8 calcium; 320,000 compounds, 0.32% hits; Fluo-8 calcium fluorescence; normalized: DMSO 0%, oxytocin 100%; AID 2435, 2010; activation, % at 3 µM;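 active means activation above the mean of all tested compounds plus 3 SD, cutoff set per screening run, cut at about 20% in these data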;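 further: peak over basal fluorescence ratio from a 100 s FLIPR kinetic read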
# Target sequence (P30559 whole entry, looked up): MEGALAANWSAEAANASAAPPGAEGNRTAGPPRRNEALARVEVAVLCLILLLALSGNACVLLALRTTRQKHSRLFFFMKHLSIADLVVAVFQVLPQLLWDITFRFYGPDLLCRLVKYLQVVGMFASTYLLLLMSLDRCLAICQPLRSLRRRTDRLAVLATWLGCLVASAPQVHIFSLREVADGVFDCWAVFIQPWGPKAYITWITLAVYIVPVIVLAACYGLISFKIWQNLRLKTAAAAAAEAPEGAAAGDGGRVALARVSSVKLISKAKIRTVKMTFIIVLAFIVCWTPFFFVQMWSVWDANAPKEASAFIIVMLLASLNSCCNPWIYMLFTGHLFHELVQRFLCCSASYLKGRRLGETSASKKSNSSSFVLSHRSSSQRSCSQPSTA
# OXTR potentiate = human OXTR potentiators, primary screen, fluorescence, CHO-OTR cells, Fluo-8 calcium. Oxytocin receptor (Homo sapiens), P30559. Fluo-8 calcium fluorescence, potentiator mode; 0% = oxytocin EC15, 100% = EC100. activation, % at 3 µM. 320,000 compounds, 0.061% hits;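 active means activation above that plate's cutoff, the mean activation of tested compounds plus 3 SD, cut at about 6.6% in these data, passing the limit was not always enough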;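 further: 100% uses oxytocin at 75 nM as the full agonist control; some results filed as inactive read as strong as hits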
#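 Dosing: Single dose, 3.0 µM nominal final compound concentration | Material: Human OTR in CHO cells | Technique: Kinetic Fluo-8 calcium fluorescence | Benchmarks: EC15 oxytocin alone as 0%, 75 nM oxytocin as 100% | Probe or stimulus: Oxytocin at about EC15, sub-maximal agonist stimulus | Incubation: Compound 6 min at room temperature before oxytocin, 100 s read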
# CHO-K1 Ca antag = M1 antagonist counterscreen hit in parental CHO-K1 cells | ATP-induced calcium, Fluo-8 fluorescence | inhibition, % at 3 µM | 360,000 compounds, 0.6% hits | AID 602250;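 active means inhibition above a per-plate cutoff, the plate's mean sample inhibition plus 3 SD, cut at about 24% in these data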;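 further: 0% = DMSO plus EC80 ATP and 100% = DMSO alone without ATP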
# M1 PAM parental = nonselective calcium activators in parental CHO-K1 cells, primary screen, counter-screen for M1 PAM project, cell-based, Fluo-8 calcium fluorescence, full deck, 1536-well; 360,000 compounds, 0.02% hits; activation, % at 3 µM; AID 602247, 2012; ATP EC20; 0% at ATP EC20, 100% at ATP max;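 active means activation above the run cutoff, the mean activation of all test compounds plus 3 SD, cut at about 40% in these data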;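 further: peak over basal fluorescence ratio in a 140 s read after ATP addition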
# CHO parental Ca = ATP-evoked calcium signal inhibitors, parental CHO, primary screen, counter-screen for OX1R antagonist project, cell-based, fluorescence, Fluo-8 calcium dye. parental CHO-K1, ATP-induced calcium, Fluo-8 fluorescence. inhibition, % at 5.6 µM. 330,000 compounds, 0.63% hits. AID 463079, 2010;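 active means inhibition above that plate's mean sample inhibition plus 3 SD, cut at about 26% in these data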;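 further: 0% = ATP-challenged DMSO wells and 100% = DMSO wells without ATP; some compounds past the cut are filed as inactive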
#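 test system = CHO parental line | reagent = ATP stimulus | measured by = intracellular calcium via Fluo-8 no-wash fluorescent dye | control set = ATP and no-ATP DMSO wells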
# TAAR1 antag = human TAAR1 antagonists, primary screen, Fluo-8 calcium fluorescence, CHO RD-HGA16 cells | antagonist | inhibition, % at 3 µM | 360,000 compounds, 1.5% hits | AID 624466, 2012;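 active means inhibition above a per-plate cutoff, the mean inhibition of test compounds on that plate plus 3 SD, cut at about 49% in these data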;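 further: 0% = DMSO plus EC80 beta-PEA response and 100% = DMSO alone without agonist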
# Target sequence (Q96RJ0 whole entry, looked up): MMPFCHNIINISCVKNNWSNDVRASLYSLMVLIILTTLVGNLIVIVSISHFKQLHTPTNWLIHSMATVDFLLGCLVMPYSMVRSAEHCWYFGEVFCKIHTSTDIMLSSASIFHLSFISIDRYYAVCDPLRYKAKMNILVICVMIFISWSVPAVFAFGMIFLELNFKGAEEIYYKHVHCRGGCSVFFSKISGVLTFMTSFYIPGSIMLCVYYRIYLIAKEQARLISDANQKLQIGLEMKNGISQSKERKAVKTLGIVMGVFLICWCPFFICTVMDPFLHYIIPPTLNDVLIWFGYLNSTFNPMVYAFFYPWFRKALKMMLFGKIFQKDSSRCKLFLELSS
#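 Test system: RD-HGA16 CHO cells with stable hTAAR1 and Gα16 / Probe or stimulus: EC80 β-phenethylamine stimulus / Times: seeding 17-24 h prior, 75-min 37 °C, 30-min RT dye loading / Detection: Fluo-8 calcium-sensitive fluorescence / Read-out basis: % inhibition scaled between DMSO and EC80 PEA controls / Repeats: singlicate, one well per test compound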
# GPR7 antagonist = GPR7 receptor antagonists, primary screen, cell-based, fluorescence, single concentration. Neuropeptides B/W receptor type 1 (Homo sapiens), P48145. GPR7-expressing cells, fluorescence antagonist assay. inhibition, % at 4.4 µM. 290,000 compounds, 1.1% hits; in the data active means inhibition above about 16%, passing the limit was not always enough;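 further: cells stimulated with the agonist NPW; 0% = agonist with vehicle and 100% = vehicle without agonist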
# Target sequence (P48145 whole entry, looked up): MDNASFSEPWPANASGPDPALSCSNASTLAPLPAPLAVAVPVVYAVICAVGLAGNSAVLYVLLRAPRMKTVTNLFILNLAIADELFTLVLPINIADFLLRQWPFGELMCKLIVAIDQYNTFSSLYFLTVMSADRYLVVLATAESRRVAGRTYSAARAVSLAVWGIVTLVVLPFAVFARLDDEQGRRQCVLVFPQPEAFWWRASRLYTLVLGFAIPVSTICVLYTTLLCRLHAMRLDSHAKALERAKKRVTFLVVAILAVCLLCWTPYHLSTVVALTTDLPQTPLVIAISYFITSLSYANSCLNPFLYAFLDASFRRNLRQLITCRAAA
# V1aR counter = agonists of human V1a receptor, primary screen, counter-screen for OXTR agonist project, fluorescence, CHO-V1R cells. activation, % at 3 µM. Fluo-8 calcium fluorescence, agonist mode; 0% DMSO, 100% 3 nM vasopressin. AID 2797, 2010. 320,000 compounds, 0.25% hits. Vasopressin V1a receptor (Homo sapiens), P37288;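 active means activation above the mean activation of all tested compounds plus 3 SD, per screening run, cut at about 20% in these data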;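 further: signal is peak over basal fluorescence ratio across a 100 second FLIPR read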
# An asterisk follows results filed as active; / = not tested or not shown. Rows were taken by chance; any-hit rate near 3.5%.
SMILES,M1 ag parental,OXTR agonist,OXTR potentiate,CHO-K1 Ca antag,M1 PAM parental,CHO parental Ca,TAAR1 antag,GPR7 antagonist,V1aR counter
CC(OC(=O)c1ccccc1NCCO)C(=O)NC1CCCCC1C (stereo unspecified),0.3,-1.0,6.0,-7.6,-3.5,-21.4,-1.8,/,-0.6
COc1ccc(C2C(C(C)=O)=C(O)C(=O)N2c2ccccn2)cc1 (stereo unspecified),-0.2,1.6,-5.7,-5.9,-1.1,-7.3,-7.9,2.9,-0.3
COc1ccc(C(=S)N2CCOCC2)cc1OC(=O)c1cccc([N+](=O)[O-])c1,0.0,-0.2,-13.1,5.5,-7.9,-13.7,12.4,2.6,0.3
CCC(=O)N1CCc2cc(Br)cc(S(=O)(=O)NC3CCN(Cc4ccccc4)CC3)c21,-0.9,-0.1,-7.2,-13.5,-10.2,-21.4,0.6,11.3,0.4
COc1ccc(NC(=O)NCc2ccccn2)cc1OC,-0.2,0.0,-7.0,23.2,-6.9,-2.3,-0.1,6.4,0.6
O=C(O)/C=C/C(=O)Nc1ccc(Cl)cc1C(=O)c1ccccc1,-0.3,-2.4,-6.3,-10.3,8.2,-12.7,-27.6,-16.4,-2.2
CCC1=NN2C(=N)/C(=C/c3cc(C)n(Cc4ccccc4)c3C)C(=O)N=C2S1,20.5*,52.7*,-21.7,-4.9,-13.0,69.9*,90.8*,-11.9,69.4*
COc1ccc(N2CCN(S(=O)(=O)CCNC(=O)c3ccc(Br)o3)CC2)cc1,3.0,2.5,-8.2,0.8,-6.2,-11.9,5.0,-5.2,1.8
CCCN(CCC)C(=O)CCSCCC(=O)N(CCC)CCC,8.8,-0.6,-12.6,0.0,25.2,-20.2,-25.4,15.6,0.8
COc1ccc(CNC(=O)C(C#N)c2nc3ccccc3nc2N2CCCC2)cc1 (stereo unspecified),0.4,0.5,2.2,3.6,-2.2,-14.3,0.3,-4.5,0.7
Cc1ccc(-c2cc(C(=O)N/N=C/c3ccc(Cl)cc3)n[nH]2)o1,0.9,0.4,-5.0,-17.8,6.2,-16.5,8.9,-2.0,0.6
CN(Cc1cnn(-c2ccccc2)c1)C(=O)c1cccc(S(=O)(=O)Nc2ccccc2F)c1,1.9,/,/,-9.9,-0.8,/,2.0,/,/
Cc1nnc(NC(=O)CSc2cn(CCNC(=O)c3ccccc3)c3ccccc23)s1,6.8,2.0,-3.1,-0.4,19.6,-8.9,39.1,-9.5,2.4
CC1CN(S(=O)(=O)c2cc(C(=O)N3CCCCC3C)ccc2Cl)CC(C)O1 (stereo unspecified),3.9,-0.1,-6.4,-12.0,14.3,-5.4,-4.6,/,1.2
CCC(CC)C(=O)Nc1ccc(Cl)c(Cl)c1,3.5,0.0,-14.6,-8.3,15.1,7.2,6.7,-15.8,0.4
CCOC(=O)C1CCCN(c2c(NCCCN(CC)c3cccc(C)c3)c(=O)c2=O)C1 (stereo unspecified),0.5,0.8,3.1,-7.1,3.4,-33.4,2.5,-11.6,0.0
CCN(c1ccccc1)S(=O)(=O)c1ccc(Cl)c(NC(=O)COC(=O)c2ccc[n+]([O-])c2)c1,1.0,-0.5,-8.3,-21.1,7.0,-1.8,-8.5,-11.2,-0.3
O=C(COC(=O)c1n[nH]c(=O)c2ccccc12)NC1CCCCC1,0.2,0.6,0.0,-11.7,16.4,-11.6,-29.9,/,0.3
CC1CCCC(NC(=O)CCC(=O)NCc2ccccc2)C1C (stereo unspecified),2.2,-1.3,-2.3,-3.7,15.2,-9.5,-11.7,-5.2,0.0
Cc1ccc(S(=O)(=O)NC(=O)COc2cc(C)ccc2C(C)C)cc1,-0.4,-1.3,-7.2,4.1,-24.5,5.5,-16.9,-10.8,-0.8

# Compound profiles (already shown).
# Results for `Cc1nnc(NC(=O)CSc2cn(CCNC(=O)c3ccccc3)c3ccccc23)s1` → M1 ag parental = 6.8; OXTR agonist = 2.0; OXTR potentiate = -3.1; CHO-K1 Ca antag = -0.4; M1 PAM parental = 19.6; CHO parental Ca = -8.9; TAAR1 antag = 39.1; GPR7 antagonist = -9.5; V1aR counter = 2.4
# Results for `O=C(COC(=O)c1n[nH]c(=O)c2ccccc12)NC1CCCCC1` → M1 ag parental = 0.2; OXTR agonist = 0.6; OXTR potentiate = 0.0; CHO-K1 Ca antag = -11.7; M1 PAM parental = 16.4; CHO parental Ca = -11.6; TAAR1 antag = -29.9; GPR7 antagonist = /; V1aR counter = 0.3

# (next part)
SMILES,M1 ag parental,OXTR agonist,OXTR potentiate,CHO-K1 Ca antag,M1 PAM parental,CHO parental Ca,TAAR1 antag,GPR7 antagonist,V1aR counter
Cc1c(-c2ccc(OCc3ccccc3)cc2)nc2ccccc2c1C(=O)O,2.0,-0.6,-16.2,-7.0,2.6,-2.8,-7.2,-9.5,1.8
Cc1c(C(=O)Nc2nnc(SCc3ccccc3Cl)s2)cccc1[N+](=O)[O-],0.2,2.2,0.6,-1.7,11.1,0.9,19.0,-7.7,-0.1
CCN(C(=O)CSc1nnc(-c2cccs2)n1N)c1c(N)n(Cc2ccccc2)c(=O)[nH]c1=O,1.0,0.4,-7.0,-16.5,3.8,15.3,-7.3,/,-0.3
CN(CCS(=O)(=O)c1ccc(Cl)cc1)Cc1cccnc1,3.5,0.1,4.6,-7.1,12.9,-2.2,-13.9,-11.1,-0.9
COc1cc(OC)cc(C(=O)NCCNc2nc3cc(C)cc(C)c3cc2C#N)c1,1.1,-1.8,-0.5,-9.4,2.1,-24.2,4.2,-25.7,-0.8
O=C1c2ccccc2S(=O)(=O)N1CC(O)Cn1ccc2ccccc21 (stereo unspecified),3.2,4.5,-9.7,-2.3,13.7,-7.4,14.1,0.7,3.4
O=c1[nH]ncc(N/N=C/c2ccccc2)c1Cl,-0.1,-1.1,-6.9,-6.2,10.8,-3.1,78.2*,-4.5,-1.0
O=C(NCc1nnc(SCc2ccccc2)n1-c1ccc(F)cc1)C12CC3CC(CC(C3)C1)C2,0.6,-2.6,-6.8,1.1,23.4,-22.1,3.9,4.1,0.5
COC(=O)c1ccc(CNC(=O)c2cc3ccccc3oc2=O)cc1,0.1,0.1,-6.6,23.7,-12.3,-8.5,-0.3,-13.3,0.6
COc1ccc(C(=O)N(Cc2ccccc2)c2ccc(C)cc2)cc1S(=O)(=O)N1CCOCC1,1.6,-2.5,-0.8,-10.3,-6.9,-29.1,5.2,/,-0.3
O=C1CC(SC(=NCc2ccc3c(c2)OCO3)Nc2ccccc2)C(=O)N1c1ccccc1 (stereo unspecified),0.5,1.2,-6.0,-13.5,21.9,-4.2,-25.1,-0.5,2.1
COc1ccc(CNC(=O)CN(c2ccccc2)S(=O)(=O)N(C)C)cc1,0.0,0.1,-2.3,15.6,-10.3,-0.7,4.5,-6.2,6.4
O=C(Nc1ccc(N2CCOCC2)cc1)c1ccc(Cl)cc1N1CCCC1=O,0.3,1.0,-5.0,-5.6,-6.6,-5.1,-10.0,/,0.5
COc1ccccc1CNC(=O)CCC(=O)N1CCOc2ccc(C)cc21,0.4,-0.9,-4.1,-9.9,22.7,-12.7,-19.3,-0.5,-0.9
COc1cc(C(c2nnnn2C2CCCC2)N2CCc3ccccc3C2)ccc1O (stereo unspecified),-0.3,-0.3,-13.6,-1.1,19.6,-13.6,99.8*,3.1,0.2
CCN(CC)S(=O)(=O)c1cccc(C(=O)N/N=C2\CCCC(=O)C2)c1,2.7,3.1,5.0,0.4,8.4,-11.4,-10.6,0.7,3.4
COc1ccc(CCNC(=S)Nc2ccc(C(C)C)cc2)cc1,4.1,-0.1,-1.9,-18.5,9.8,-17.7,-2.8,-12.3,-1.1
CCN(C(=O)CSc1nc(C)nc2sc3c(c12)CCC3)C1CCS(=O)(=O)C1 (stereo unspecified),0.9,3.2,-7.1,-13.6,16.2,-16.3,5.3,/,5.1
CCCC(=O)Nc1cc(C)cn(Cc2c(F)cccc2Cl)c1=O,0.8,-1.8,-13.2,-2.8,4.2,-11.1,-2.9,18.2,0.0
COc1ccc(S(=O)(=O)N2CCOCC2)cc1NC(=O)C1COc2ccccc2O1 (stereo unspecified),7.7,-0.1,-1.5,7.4,11.3,-5.7,58.6*,/,0.5
COc1cc(C(=O)NCc2nnc(SCC(=O)N3CCOCC3)o2)cc(OC)c1OC,-0.5,0.0,-3.5,5.9,5.3,1.8,-5.0,-14.1,1.0
CN(C)C(=O)CSc1nnc(Cc2ccc3c(c2)OCO3)o1,1.0,0.2,-5.6,-10.0,12.5,-6.6,13.3,-13.5,-0.5
COc1ccc(/C(C)=N/Nc2nc3ccccc3nc2C)cc1OC,0.4,0.6,1.4,4.2,9.3,-15.6,-5.8,-12.5,-0.1
COC(=O)c1scc(C)c1-n1ccc(C(=O)C(=O)N(C)C)c1,0.7,-0.3,-5.3,6.8,-7.5,-3.4,-8.3,-13.7,0.5
O=C(COc1ccc(F)cc1)NCCNC(=O)COc1ccc(F)cc1,0.3,0.6,-4.5,-9.9,7.7,1.2,-15.1,/,0.2
CCOCCCn1c(=S)[nH]c2cc(C(=O)N3CCN(C)CC3)ccc2c1=O,0.6,0.9,-3.3,-8.6,11.7,-8.1,-6.0,-15.3,-0.6
O=[N+]([O-])c1ccc(Cl)c(-c2ccc(/C=N/n3cnnc3)o2)c1,0.4,-1.4,-9.6,2.2,-9.6,-6.1,-23.9,-7.5,1.2
O=C(NCCO)C(=O)NCC1OCCCN1S(=O)(=O)c1cc(F)ccc1F (stereo unspecified),-0.1,-0.3,-4.4,4.6,4.9,5.3,-14.5,-17.6,1.3
CCN1CCN(C(=O)C(C)Nc2ccc(OC)cc2OC)CC1 (stereo unspecified),0.3,0.4,-6.9,-3.7,5.3,0.4,-3.3,-5.1,0.5

# 2 of the compounds above, with each value named:
> COc1ccc(/C(C)=N/Nc2nc3ccccc3nc2C)cc1OC
  M1 ag parental: 0.4	OXTR agonist: 0.6	OXTR potentiate: 1.4	CHO-K1 Ca antag: 4.2	M1 PAM parental: 9.3	CHO parental Ca: -15.6	TAAR1 antag: -5.8	GPR7 antagonist: -12.5	V1aR counter: -0.1
> COC(=O)c1scc(C)c1-n1ccc(C(=O)C(=O)N(C)C)c1
  M1 ag parental: 0.7	OXTR agonist: -0.3	OXTR potentiate: -5.3	CHO-K1 Ca antag: 6.8	M1 PAM parental: -7.5	CHO parental Ca: -3.4	TAAR1 antag: -8.3	GPR7 antagonist: -13.7	V1aR counter: 0.5
